# Screens from PubChem BioAssay.
# ASAP1 GAP inh – blocks human ASAP1-stimulated Arf1 GTP hydrolysis; GDP FP detection; inhibition, % at 16.5 µM; hit rate 0.19% among 360,000; in the data active = inhibition above about 25%;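 note: 0% = vehicle with enzyme and substrate and 100% = no enzyme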
# ADAM10 inh – ADAM10 inhibition, QFRET primary screen; recombinant ADAM10, EDANS/DABCYL FRET peptide cleavage, 3 h; inhibition, % at 7 µM; hit rate 0.62% among 370,000;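 active = inhibition above a per-campaign cutoff equal to the mean of compounds falling between control-based bounds plus 3 SD, cut at about 20% in these data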;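 note: 0% = DMSO wells while the 100% control is not disclosed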
# ADAM17 inh – ADAM17 inhibition, QFRET primary screen. inhibition, % at 6.95 µM. P78536. AID 720648. hit rate 0.83% among 370,000. recombinant ADAM17, EDANS/DABCYL FRET peptide cleavage;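 active = inhibition above the mean of compounds lying between control limits plus 3 SD, set per campaign, cut at about 8.5% in these data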;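 note: 0% = DMSO-only wells as the low control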
# Target sequence (P78536 215-824 limits assumed): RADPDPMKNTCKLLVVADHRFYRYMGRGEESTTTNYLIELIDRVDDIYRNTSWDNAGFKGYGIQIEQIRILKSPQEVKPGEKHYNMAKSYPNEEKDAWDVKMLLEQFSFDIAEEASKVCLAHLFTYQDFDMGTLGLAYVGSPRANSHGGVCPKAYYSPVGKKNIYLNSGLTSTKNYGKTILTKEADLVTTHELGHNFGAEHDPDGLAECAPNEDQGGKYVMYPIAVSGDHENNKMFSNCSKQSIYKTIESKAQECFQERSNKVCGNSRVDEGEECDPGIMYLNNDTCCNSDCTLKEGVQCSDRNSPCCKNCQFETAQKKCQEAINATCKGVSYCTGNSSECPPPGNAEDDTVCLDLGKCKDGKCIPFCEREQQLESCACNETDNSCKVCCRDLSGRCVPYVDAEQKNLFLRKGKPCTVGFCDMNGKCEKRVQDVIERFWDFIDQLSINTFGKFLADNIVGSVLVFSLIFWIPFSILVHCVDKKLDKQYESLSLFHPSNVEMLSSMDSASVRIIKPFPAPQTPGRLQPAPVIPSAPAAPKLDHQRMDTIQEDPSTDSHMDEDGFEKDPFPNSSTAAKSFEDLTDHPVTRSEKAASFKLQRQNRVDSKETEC
# TDP2 absorb – TDP2 (human) inhibition, absorbance primary screen; O95551; recombinant TDP2, T5PNP hydrolysis, p-nitrophenol absorbance 415 nm; inhibition, % at 12.8 µM; hit rate 0.34% among 370,000;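 active = inhibition above the mean of all tested compounds plus 3 SD, set per campaign, cut at about 25% in these data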;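 note: 0% = DMSO with enzyme and 100% = buffer with substrate but no TDP2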
#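 Assay system: recombinant human TDP2 / Reagent: T5PNP substrate at 5 mM, a TopII-DNA adduct mimic / Measured by: epi absorbance from released p-nitrophenol / Evaluation: % inhibition relative to enzyme-containing and enzyme-free wells / Control set: enzyme-free and DMSO wells / Replicates: each compound tested once, singlicate / Schedule: enzyme reaction with compound for 2 h at 37 °C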
# DDE Tn6 FP inh – disrupts Tn6 cyclic peptide binding to fibrin D-Dimer-E complex | AID 720509 | P02675 | hit rate 0.21% among 370,000 | inhibition, % at 8.3 µM | Fibrin DD(E) TRITC-Tn6 fluorescence polarization displacement;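 active = inhibition above a per-campaign cutoff: mean of compounds within control limits plus 3 SD, cut at about 15% in these data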;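 note: 0% = median of all compound wells on the plate and 100% = blocking peptide control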
# Target sequence (P02675 whole entry, looked up): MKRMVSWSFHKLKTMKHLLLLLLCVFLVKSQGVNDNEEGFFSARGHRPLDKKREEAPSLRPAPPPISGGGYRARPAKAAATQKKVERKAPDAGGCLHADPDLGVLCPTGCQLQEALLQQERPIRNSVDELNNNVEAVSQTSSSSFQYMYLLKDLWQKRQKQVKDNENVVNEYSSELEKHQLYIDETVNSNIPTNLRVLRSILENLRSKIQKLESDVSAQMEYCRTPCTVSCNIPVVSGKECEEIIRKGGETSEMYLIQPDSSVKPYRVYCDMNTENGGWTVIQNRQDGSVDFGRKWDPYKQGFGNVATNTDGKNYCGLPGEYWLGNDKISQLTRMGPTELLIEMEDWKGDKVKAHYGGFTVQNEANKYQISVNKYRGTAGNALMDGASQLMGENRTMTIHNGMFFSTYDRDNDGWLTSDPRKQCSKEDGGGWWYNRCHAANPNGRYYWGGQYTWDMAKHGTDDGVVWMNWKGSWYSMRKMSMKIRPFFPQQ
# PLCg1 inh – blocks human PLC-gamma1 enzyme activity; AID 720700; purified PLC-gamma1, fluorogenic substrate, fluorescence; inhibition, % at 12.2 µM; hit rate 0.84% among 370,000; in the data active = inhibition above about 9.5%
# proKLK7 act – activators of human kallikrein-7 zymogen | P49862 | purified proKLK7, EDANS-DABCYL substrate fluorescence; 100% is mature enzyme control, 0% vehicle | activation, % at 7 µM | hit rate 0.9% among 370,000 | AID 652039;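 active = activation above the mean of all tested compounds plus 3 SD, computed per campaign excluding outliers beyond control limits, cut at about 13% in these data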
# Tn7 DDE FP – inhibitors of Tn7 peptide binding to human fibrin DD(E) | inhibition, % at 8.3 µM | FP displacement of FITC-Tn7 peptide from fibrin DD(E); 0% = median of compound wells per plate | AID 720508 | hit rate 0.13% among 370,000 | P02675;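 active = inhibition above the mean of compounds falling within the control limits plus 3 SD of them, cut at about 14% in these data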;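 note: 0% = plate median of compound wells and 100% = 10 µM Aha-Tn7 peptide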
#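 Also added: labelled Tn7 tracer, 0.1 µM; Assay system: human fibrin DD(E) protein; Amount: 2 µM fibrin DD(E); Schedule: 10 min compound pre-incubation, 3 h probe incubation at room temperature; Repeats: one replicate per compound; Read-out basis: percent inhibition; Measured by: fluorescence polarization of the labelled Tn7 tracer.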
# ARFGAP1 inh – inhibitors of rat ARFGAP1 | Arfgap1-stimulated ARF1 GTP hydrolysis, GDP FP detection | inhibition, % at 16.5 µM | hit rate 0.26% among 360,000 | AID 651572;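 active = inhibition above a per-plate limit, mean inhibition of low control wells plus 3 SD, cut at about 25% in these data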;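 note: 0% = DMSO wells with enzyme and 100% = wells lacking Arfgap1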
#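 Material: rat Arfgap1 GAP domain (His6, aa 1-136), purified enzyme. Also added: human ARF1(Δ1-17)-GTP substrate. Compound dosing: 16.5 µM single point, 1.26% DMSO. Timing: enzyme reaction 120 min at 25 °C after 20 min preincubation. Signal: GDP detection by fluorescence polarization. Read-out basis: percent inhibition of GAP-stimulated GDP formation, scaled between DMSO and no-Arfgap1 medians.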
# LEDGF integ inh – blocks HIV-1 LEDGF/p75-dependent DNA integration; TR-FRET IN-LEDGF/p75 DNA integration, Eu/Cy5; inhibition, % at 3.7 µM; hit rate 0.64% among 370,000; AID 743269;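 active = inhibition above the screen-wide mean plus 3 SD, cut at about 13% in these data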;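 note: signal is the Cy5 over europium emission ratio at 671 and 618 nm; 0% = plate median of compound wells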
# Numbers without * were called inactive; i = inactive.
SMILES,ASAP1 GAP inh,ADAM10 inh,ADAM17 inh,TDP2 absorb,DDE Tn6 FP inh,PLCg1 inh,proKLK7 act,Tn7 DDE FP,ARFGAP1 inh,LEDGF integ inh
O=C(NC(=S)Nn1cnc2c(cnn2-c2ccccc2)c1=O)c1ccc(Oc2ccccc2)cc1,-1,0,-1,-1,1,3,0.3,-2,3,1
O=C(NC(=S)N1CCc2ccccc21)c1ccccc1Br,22,5,4,-1,5,11*,0.3,-2,7,1
Cc1cc(Nc2ccc(F)c(F)c2)nc(-c2ccccc2O)n1,12,-1,-5,18,5,-15,1.1,-3,9,-3
COc1ccc(N(C(C)C(=O)NCc2ccco2)S(C)(=O)=O)cc1 (configuration not stated),-12,-7,-2,1,-2,0,-1.1,-6,-1,3
CCCCn1c(N)c(N(CC(C)C)C(=O)c2cc3ccccc3cc2OC)c(=O)[nH]c1=O,9,-14,-8,-10,3,-2,-0.1,2,12,-2
O=c1[nH]c(/C=C\c2ccc(O)c(Cl)c2)nc(O)c1[N+](=O)[O-],-3,-3,-5,-8,0,2,0.7,-3,-8,-2
O=C(Nc1cccc(Cl)c1N1CCOCC1)c1ccc([N+](=O)[O-])o1,8,4,1,2,1,1,-0.3,8,7,0
Cc1cc(C(=O)NNC(=O)C(C)(C)Oc2ccc(Cl)cc2)c(C)o1,-3,-1,-5,-5,-3,2,-0.3,1,-3,-3
O=C(CCn1c(=O)[nH]c2ccsc2c1=O)N(CCc1ccccc1)Cc1ccccc1,-3,1,-3,0,-3,4,0.0,4,-5,0
Cc1cc(NC(=O)NC2CCCN2S(=O)(=O)c2ccc(Cl)cc2)no1 (configuration not stated),21,-5,-2,-8,-1,4,-0.2,-3,1,1
NC1=NN=C(N2N=C(c3ccco3)CC2(O)C(F)(F)F)n2ncnc2C1 (configuration not stated),9,-5,-5,-2,0,-11,-0.4,0,-6,0
COc1ccc(/C=N/NC(C)(C)C)c(OC)c1,-9,-1,2,2,3,4,0.5,-5,8,3
CCOc1ccc(Br)cc1S(=O)(=O)NCc1ccc(S(N)(=O)=O)cc1,5,-3,-2,-11,-2,-2,0.0,10,-11,-6
COc1cccc(-c2n[nH]c(=S)n2Cc2ccco2)c1,-13,11,0,-16,4,1,-0.6,3,-1,5
O=C1C=C(N2CCOCC2)C2(CCCCC2)O1,6,-5,-2,-9,3,4,0.1,0,2,-6
S=c1ccc2ccccc2[nH]1,0,-2,-2,6,4,1,0.8,-1,11,4
COC(=O)[C@]12C[C@H](CC(=O)N3CCC(c4ccccc4)CC3)C(=O)N(Cc3ccccc3)C1=C[C@H](C1CCCC1)O[C@@H]2C,-3,7,2,-7,0,3,1.1,-3,10,2
Cc1ccc(Oc2ccccc2/C=C2\SC(=O)N(C)C2=O)cc1,-1,4,0,-1,9,-3,0.6,7,-11,-1
Cc1noc(C)c1NC(=O)N(C)C[C@@H]1Oc2ccc(NC(=O)Cc3cn(C)c4ccccc34)cc2CC(=O)N([C@H](C)CO)C[C@@H]1C,2,2,4,-4,1,-1,0.5,-8,5,4
Cc1cc(C(=O)CN2C(=O)C(=O)N(CCC3=CCCCC3)C2=O)c(C)n1C,4,0,-3,-10,-5,-5,-0.1,9,5,4

# 11 of these compounds, set out differently.
compound | ASAP1 GAP inh | ADAM10 inh | ADAM17 inh | TDP2 absorb | DDE Tn6 FP inh | PLCg1 inh | proKLK7 act | Tn7 DDE FP | ARFGAP1 inh | LEDGF integ inh
Cc1cc(NC(=O)NC2CCCN2S(=O)(=O)c2ccc(Cl)cc2)no1 (configuration not stated) | 21 | -5 | -2 | -8 | -1 | 4 | -0.2 | -3 | 1 | 1
NC1=NN=C(N2N=C(c3ccco3)CC2(O)C(F)(F)F)n2ncnc2C1 (configuration not stated) | 9 | -5 | -5 | -2 | 0 | -11 | -0.4 | 0 | -6 | 0
COc1ccc(/C=N/NC(C)(C)C)c(OC)c1 | -9 | -1 | 2 | 2 | 3 | 4 | 0.5 | -5 | 8 | 3
CCOc1ccc(Br)cc1S(=O)(=O)NCc1ccc(S(N)(=O)=O)cc1 | 5 | -3 | -2 | -11 | -2 | -2 | 0.0 | 10 | -11 | -6
COc1cccc(-c2n[nH]c(=S)n2Cc2ccco2)c1 | -13 | 11 | 0 | -16 | 4 | 1 | -0.6 | 3 | -1 | 5
O=C1C=C(N2CCOCC2)C2(CCCCC2)O1 | 6 | -5 | -2 | -9 | 3 | 4 | 0.1 | 0 | 2 | -6
S=c1ccc2ccccc2[nH]1 | 0 | -2 | -2 | 6 | 4 | 1 | 0.8 | -1 | 11 | 4
COC(=O)[C@]12C[C@H](CC(=O)N3CCC(c4ccccc4)CC3)C(=O)N(Cc3ccccc3)C1=C[C@H](C1CCCC1)O[C@@H]2C | -3 | 7 | 2 | -7 | 0 | 3 | 1.1 | -3 | 10 | 2
Cc1ccc(Oc2ccccc2/C=C2\SC(=O)N(C)C2=O)cc1 | -1 | 4 | 0 | -1 | 9 | -3 | 0.6 | 7 | -11 | -1
Cc1noc(C)c1NC(=O)N(C)C[C@@H]1Oc2ccc(NC(=O)Cc3cn(C)c4ccccc34)cc2CC(=O)N([C@H](C)CO)C[C@@H]1C | 2 | 2 | 4 | -4 | 1 | -1 | 0.5 | -8 | 5 | 4
Cc1cc(C(=O)CN2C(=O)C(=O)N(CCC3=CCCCC3)C2=O)c(C)n1C | 4 | 0 | -3 | -10 | -5 | -5 | -0.1 | 9 | 5 | 4

# Following part
SMILES,ASAP1 GAP inh,ADAM10 inh,ADAM17 inh,TDP2 absorb,DDE Tn6 FP inh,PLCg1 inh,proKLK7 act,Tn7 DDE FP,ARFGAP1 inh,LEDGF integ inh
Cc1ccc(NC(=O)c2ccncc2)cc1[N+](=O)[O-],-5,0,1,7,-1,1,0.0,-1,-4,-3
NS(=O)(=O)c1ccc(NC(=O)/C=C/c2ccc(S(=O)(=O)NCc3ccco3)cc2)cc1,11,10,6,0,-8,3,1.2,-3,8,2
C(=N\N1CCN(C2c3ccccc3-c3ccccc32)CC1)/c1cccs1,-14,7,0,8,1,4,0.1,7,-7,-1
Cc1ccc2cc3c(N)[nH]nc3nc2c1,-16,-6,-3,-1,-2,-1,-0.6,-6,5,-6
Cc1ccccc1NC(=S)NC(NC(=O)COc1ccccc1)C(Cl)(Cl)Cl (configuration not stated),4,0,-4,2,-1,1,-0.8,1,9,1
COc1ccc(CC(=O)NCC2CCCCC2)cc1OC,4,2,1,-19,-1,3,0.8,-8,-2,2
COc1ccc(C(=O)C2CCCN(Cc3ccc(C#CCCO)cc3)C2)cc1F (configuration not stated),-1,-2,0,1,-2,-2,-0.4,7,12,-3
O=C(COc1ccc2c(c1)CCC2)N1CCc2ccccc21,-8,-7,-3,-4,-3,6,0.2,0,-2,4
CCN1CCN(C(=O)c2cc3c(=O)n4ccccc4nc3s2)CC1,5,i,i,-11,3,i,55*,-4,4,1
O=C1CCC/C(=N/NC(=O)c2sc3ccccc3c2Cl)C1,-1,-15,-10,-10,-2,-178,-13,44*,9,-3
CC1CCCC(C)N1C(=O)CSc1ccc(-c2ccc3c(c2)OCCO3)nn1 (configuration not stated),9,2,-1,13,-1,-3,0.3,-1,5,-4
O=C(O)c1ccccc1C(=O)Nc1ccc(Nc2ccccc2)cc1,-13,-4,4,3,-9,-1,-0.9,-4,1,4
CCOC(=O)N1CCN(C(=O)c2c(-c3ccccc3Cl)noc2C)CC1,2,2,-1,-12,-6,2,0.5,-3,2,0
Cc1ccc(CN(C)C(=O)c2cccc(S(=O)(=O)N3CCN(c4ccccc4)CC3)c2)cc1,7,5,1,2,-5,0,0.1,-3,-4,-2
CC(C)N1CCC(=O)NC1=O,-2,-11,-5,-1,8,-1,0.2,-1,-5,-2
S=C(NCc1cccs1)Nc1ccc(Cl)cc1,4,-2,5,-1,7,-2,-0.3,-2,28*,1
CCn1c2ccccc2c2cc(/C=N/NC(=O)c3ccccc3C)ccc21,-1,-25,-10,6,-1,-70,-2.0,4,-9,1
CNC(=O)CCC(=O)Nc1ccc(C(=O)OC)cc1,4,-2,-2,8,10,3,0.3,5,-7,2
O=C(Nc1ccc(NC(=O)c2ccc(S(=O)(=O)c3ccccc3)cc2)cc1)c1ccccc1,-5,8,4,-2,-5,5,0.6,-14,9,-1
Cc1[nH]c2ccc(C(=O)N3CCC(C(N)=O)CC3)cc2c1C,-14,-9,-2,0,6,-1,0.0,0,2,1
COc1ccc(C(NC(=O)c2cccc(F)c2)c2ccccc2)cc1 (configuration not stated),-3,-3,1,2,3,-3,0.3,-1,15,1
O=C(NCCC1=CCCCC1)c1cc(S(=O)(=O)N2CCCCC2)ccc1Cl,-1,5,1,-11,2,1,0.2,-2,7,5
COc1ccc(-n2nc(C(=O)NCC(=O)NCc3ccc(F)cc3)c3ccccc3c2=O)cc1,-8,-1,-2,-8,0,-59,1.1,3,-5,0
O=C(COc1ccc(F)cc1Br)NCC1(N2CCOCC2)CCCCC1,-22,-4,-8,-4,-1,3,-0.7,-1,5,1
CN(C)CCCn1c(SCC(=O)Nc2sc3c(c2C#N)CCCC3)nnc1-c1ccncc1,5,-5,-4,5,1,3,0.6,1,1,0
COc1cccc(NS(=O)(=O)c2ccc(S(=O)(=O)N3CCCC3)cc2)c1,-10,5,2,-4,10,1,0.1,2,1,4
COc1ccc(C(C)=O)c(OC(=O)c2ccco2)c1,2,-1,-3,3,-4,-1,0.2,1,19,5
O=C(CSC1=N/C(=C/c2ccc(Cl)c(Cl)c2)C(=O)N1c1ccccc1F)NC1CC1,-3,-43,-12,-1,3,-20,-0.1,-7,6,2
Cc1cn(CC(=O)NCC(c2ccccc2)c2ccccc2)c(=O)[nH]c1=O,-4,-9,-4,-1,0,-2,-0.2,4,5,1
Cc1ccc(CNC(=O)c2ccccc2NC(=O)CN2CCN(C)CC2)cc1,-6,-2,-10,-7,-7,0,-0.6,3,5,4
CC(=O)c1cccc(NC(=O)C2CCCN(S(=O)(=O)c3ccccc3)C2)c1 (configuration not stated),10,7,-3,3,3,-1,0.0,-4,-1,-4
CCCCOP(=O)(c1ccc(N(C)C)cc1)C(O)c1ccc(N(C)C)cc1 (configuration not stated),-1,-2,-3,10,0,0,0.7,3,2,1
